Screening data deposited in PubChem BioAssay by National Center for Advancing Translational Sciences (NCATS).
POLH inh = qHTS for Inhibitors of Polymerase Eta; DNA polymerase eta (Homo sapiens), Q9Y253; recombinant Pol eta, fluorescent DNA replication assay; Potency, µM (highest dose often 114 µM), inactives show at the highest dose activity change, negative = inhibition, hits mostly inhibitors; hit rate 1.2% among 390,000; AID 588591, 2011; also: potency is read from the fitted curve at half-maximal effect; % is scaled to controls: 0 for no effect and ±100 for the full control effect
Target sequence (Q9Y253 whole entry, looked up): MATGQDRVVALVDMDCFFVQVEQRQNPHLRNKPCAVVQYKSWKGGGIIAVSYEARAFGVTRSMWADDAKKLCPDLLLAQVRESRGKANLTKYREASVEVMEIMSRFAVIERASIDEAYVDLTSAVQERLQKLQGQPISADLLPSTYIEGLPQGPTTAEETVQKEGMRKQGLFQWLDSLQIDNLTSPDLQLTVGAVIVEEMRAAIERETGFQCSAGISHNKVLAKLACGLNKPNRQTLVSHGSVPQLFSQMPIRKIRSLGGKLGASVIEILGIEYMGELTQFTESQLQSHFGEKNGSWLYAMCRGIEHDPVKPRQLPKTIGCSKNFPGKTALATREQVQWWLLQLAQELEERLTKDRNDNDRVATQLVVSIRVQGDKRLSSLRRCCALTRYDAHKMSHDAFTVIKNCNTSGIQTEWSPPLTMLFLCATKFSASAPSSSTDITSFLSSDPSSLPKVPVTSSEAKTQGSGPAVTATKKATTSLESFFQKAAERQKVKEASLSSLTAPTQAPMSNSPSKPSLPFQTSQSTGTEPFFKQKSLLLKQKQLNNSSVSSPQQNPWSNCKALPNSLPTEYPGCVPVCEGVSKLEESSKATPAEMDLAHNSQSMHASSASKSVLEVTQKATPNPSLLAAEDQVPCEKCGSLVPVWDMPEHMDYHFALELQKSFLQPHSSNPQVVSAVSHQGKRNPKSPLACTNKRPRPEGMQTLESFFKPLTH
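Pol eta (10 nM) was preincubated with compounds for 15 min at room temperature, after which fluorescent replication substrate (50 nM final) was added to start the reaction. Fluorescence was read kinetically at 0 and 10 min.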
Anesthetic bind = qHTS Assay for Identification of Novel General Anesthetics. apoferritin/1-aminoanthracene competitive binding, fluorescence. Ferritin light chain (Equus caballus), P02791. Potency, µM (titrated, usually from 77.5 µM), for the others: at the highest dose activity change, negative = displacement, hits mostly inhibitors. hit rate 0.074% among 350,000; also: potency is read from the fitted curve at half-maximal effect; % is scaled to controls: 0 for no effect and ±100 for the full control effect; nearly all actives have a fitted effect of over 20% in size
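Probe: 1-aminoanthracene (50% saturated, PBS). Protein: horse-spleen apoferritin, 10 uM. Incubation: 10 min, room temperature. Detection: 380 nm excitation, 535 nm emission. Analysis: normalized response, four-parameter Hill.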
12-LOX inh = Primary qHTS assay for inhibitors of human arachidonate 12S-lipoxygenase (ALOX12): Round 2. Polyunsaturated fatty acid lipoxygenase ALOX12 (Homo sapiens), P18054. purified 12hLO, xylenol orange hydroperoxide absorbance. Potency, µM (top dose mostly 108 µM), without a hit: at the highest dose activity change, negative = inhibition, hits mostly inhibitors. hit rate 1.1% among 580,000. AID 1671190, 2021; also: potency is read from the fitted curve at half-maximal effect; % is scaled to controls: 0 for no effect and ±100 for the full control effect
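Purified human 12hLO at 150 nM in 25 mM Hepes, 0.01% Triton X-100, pH 7.0, preincubated 15 min at room temperature with compound. Reaction started with 40 uM arachidonic acid, 30 min at room temperature. Hydroperoxide measured by Fe-xylenol orange, 573/405 nm absorbance ratio.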
Pol kappa inh = qHTS for Inhibitors of Polymerase Kappa; DNA polymerase kappa (Homo sapiens), Q9UBT6; purified Pol kappa, fluorescent DNA synthesis assay, 10 min; Potency, µM (series often up to 107 µM), inactives show at the highest dose activity, negative = inhibition, hits mostly inhibitors; hit rate 0.53% among 400,000; also: potency is read from the fitted curve at half-maximal effect; % is scaled to controls: 0 for no effect and ±100 for the full control effect
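Kinetic fluorescence readout at 0 and 10 min followed reaction start with substrate at 50 nM final. Beforehand, enzyme (10 nM Pol kappa) stood 15 min with compound at room temperature; buffer-only wells were negative controls.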
Pol beta inh = qHTS Assay for Inhibitors of DNA Polymerase Beta; hit rate 1.3% among 340,000; Potency, µM (highest dose often 114 µM), inactives show at the highest dose activity change, negative = inhibition, actives largely listed as inhibitors; AID 485314, 2010; Pol beta primer extension/strand displacement, fluorescence kinetic; also: potency is read from the fitted curve at half-maximal effect; % is scaled to controls: 0 for no effect and ±100 for the full control effect
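Reaction started by 50 nM substrate onto compound-treated Pol beta (10 nM, 15 min preincubation, room temperature); plates read at 0 min and 10 min. Normalized concentration-effect data fitted by four-parameter Hill equation.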
LDHA block = qHTS assay for inhibitors of human lactate dehydrogenase; L-lactate dehydrogenase A chain (Homo sapiens), P00338; purified LDHA, NADH/diaphorase-resazurin fluorescence; active compounds read low; activity change, % (values are at about 110 or 230 µM); hit rate 0.15% among 480,000; AID 1347041, 2019; in the data active = activity change below about -30%; inconclusive = mostly about -25% to -30%;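 also: plate controls were DMSO wells for no effect and wells without enzyme for full effect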
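Enzyme activity of human lactate dehydrogenase 5 (2 nM; 0.06 mM NADH, 0.2 mM pyruvate, 5 min, RT) is measured via a resazurin/diaphorase fluorescence readout of residual NADH.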
ERG-DNA inh = qHTS for Small Molecule Inhibitors of the ERG Ets/DNA interaction | hit rate 0.028% among 370,000 | Potency, µM (series often up to 76.9 µM), without a hit: at the highest dose FP activity, negative = inhibition, usual class: inhibitors | Transcriptional regulator ERG (Homo sapiens), P11308 | fluorescence polarization, His-ERG Ets domain / labelled DNA; active = well fitted inhibition curve with a large enough effect in the polarisation, with a control signal flat; inconclusive = small, poorly fitted or top-dose-only effect, or effect the other way, or a change in a side signal; inactive = no such curve, though single readings can be large or run the other way; the % refers to the polarisation;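 also: polarization taken with two DNA probes labelled with fluorescein and Texas red; potency is read from the fitted curve at half-maximal effect; % of control where 0% means no effect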
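His-tagged ERG Ets domain (1 uM in the protein solution; 300mM KCl, 50mM Tris-HCl, 1mM EDTA, 1mM DTT, pH 7.5) received compound, then a probe mix of 5 nM fluorescein-DNA and 100nM Texas-615-DNA. Fluorescence polarization was read for both dyes.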
RGS4 inhibitor = Inhibitors of Regulator of G Protein Signaling (RGS) 4: qHTS; Regulator of G-protein signaling 4 (Homo sapiens), P49798; Transcreener GDP fluorescence polarization, RGS4-accelerated GTP hydrolysis; Potency, µM (titrated, usually from 114 µM), without a hit: top-dose activity change, negative = inhibition, most hits filed as inhibitors; hit rate 0.039% among 390,000; also: potency is read from the fitted curve at half-maximal effect; % is scaled to controls: 0 for no effect and ±100 for the full control effect; nearly all actives have a fitted effect of over 75% in size; some results filed as inactive show a strong effect at the top dose
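MLSMR compounds (23 nl, pin-transferred) preincubated 10 min at room temperature with a 500nM (2x) first reagent, then RGS4 at 900nM (2x) plus Transcreener GDP mix added; fluorescence polarization (620/688 nm) read before and after 90 min at 30 °C.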
APEX1 inh = qHTS Assay for Inhibitors of the Human Apurinic/apyrimidinic Endonuclease 1 (APE1); DNA repair nuclease/redox regulator APEX1 (Homo sapiens), P27695; recombinant APE1, TAMRA/BHQ-2 abasic DNA cleavage fluorescence; Potency, µM (titrated, usually from 65.8 µM), for inactives: top-dose activity change, negative = inhibition, usual class: inhibitors; hit rate 0.35% among 350,000;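 also: potency is read from the fitted curve at half-maximal effect; plate controls were vehicle for no effect and reference inhibitor for full effect; nearly all actives have a fitted effect of over 55% in size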
Target sequence (P27695 whole entry, looked up): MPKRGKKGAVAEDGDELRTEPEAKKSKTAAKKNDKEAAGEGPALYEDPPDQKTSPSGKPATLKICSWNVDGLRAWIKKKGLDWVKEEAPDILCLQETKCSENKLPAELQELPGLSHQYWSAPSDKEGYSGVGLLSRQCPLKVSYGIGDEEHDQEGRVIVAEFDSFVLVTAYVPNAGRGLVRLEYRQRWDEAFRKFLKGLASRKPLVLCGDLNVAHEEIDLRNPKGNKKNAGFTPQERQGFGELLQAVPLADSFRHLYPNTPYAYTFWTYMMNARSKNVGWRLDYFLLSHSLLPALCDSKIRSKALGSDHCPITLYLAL
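Endonuclease cleavage of a quenched abasic-site DNA duplex (50 nM) by APE1 (0.75 nM) was tracked by TAMRA dequenching. Compounds were preincubated with enzyme 15 min at room temperature; data normalized to buffer-only and DMSO wells plus NSC13755 control.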
* hit, by the source's call; u = inconclusive; x = no result given; & = joins results of further samples; [ ] = another dose, or the depositor's remark. Unless noted, calls follow the shape of the dose curve; as a rule, active = well fitted curve in the direction sought with a large enough effect; inconclusive = small, poorly fitted or top-dose-only effect, or another doubt; inactive = no such curve, though single readings can be large; an effect the other way counts as inactive or inconclusive. Only part of the results is shown; count on the stated rates, not on these rows.

item	molecule	12-LOX inh	Anesthetic bind	ERG-DNA inh	RGS4 inhibitor	POLH inh	Pol beta inh	APEX1 inh	LDHA block	Pol kappa inh
1	CCN(C(=O)COC(=O)CCOc1ccc(C(C)(C)C)cc1)c1c(N)n(Cc2ccccc2)c(=O)[nH]c1=O	-18.6%	x	7.9%	19.5%	-6.4%	x	x	-17.9	-11.5%
2	O=C1CC2(CCN(C(=O)c3ccc([N+](=O)[O-])cc3)CC2)Oc2ccccc21	-8.0%	x	8.2%	-14.8%	-16.1%	x	44.1%[activator]	2.4	13.4%
3	Cc1ccc2nc(-c3ccc(NC(=O)CCS(=O)(=O)c4ccccc4)cc3)sc2c1	-6.4%	50.2%[activator]	3.7%	3.3%	0.6%	-7.8%	4.0%	-0.6	5.0%
4	CCOC(=O)c1[nH]c(C)c(C(=O)N2CCOCC2)c1C	26.4%[57.4 µM]	1.8%	1.1%	-4.1%	-6.0%	6.5%	7.7%	0.4	-12.8%
5	CCOc1ccc(/C=N/NC(=S)Nc2c(C)cccc2C)cc1	u	49.3%[activator]	-7.8%	-4.6%	-5.6%	1.3%	12.1%	-8.1	-7.7%
6	CC(C)C1COC(c2cccn2Cc2ccccc2Cl)=N1 (centres undefined)	-2.7%	-20.2%	2.4%	23.6%	-10.4%	-10.0%	0.3%	-13.8	-6.7%
7	O=C(CSc1nnnn1-c1ccc(O)cc1)Nc1cccc(S(=O)(=O)N2CCCC2)c1	-19.9%	u	1.0%	-10.0%	-13.2%	22.3%	-2.3%	-0.3	-17.2%
8	Cc1cccc(OC(=O)c2nc(SCc3ccccc3F)ncc2Cl)c1	-8.1%	u	0.7%	3.2%	-22.8%	16.5%	x	7.0	5.0%
9	COc1ccc(OC)c(NC(=O)C2CCCN(S(=O)(=O)c3c(C)noc3C)C2)c1 (centres undefined)	-11.2%	-21.2%	1.7%	u	-0.9%	9.2%	-4.2%	4.5	-4.0%
10	COc1ccc(CNC(=O)/C=C/C(=O)O)cc1OC	-18.8%	31.0%[activator]	-3.5%	-20.1%	-23.2%	u	-3.9%	-2.0	-7.7%
11	O=C(COC(=O)COc1cccc(C(F)(F)F)c1)NC1CCS(=O)(=O)C1 (centres undefined)	-1.6%	x	10.0%	10.2%	-23.0%	x	9.6%	-7.9	-5.4%
12	c1ccc(C(NCCNC(c2ccccc2)c2ccccc2)c2ccccc2)cc1	-0.5%	-9.0%&30.2%&54.8%	-7.4%	26.2%[56.9 µM]	-17.2%	35.8%	2.1%&-3.2%&-5.8%	0.2	-8.3%&-8.9%&-2.6%[60.1 µM]
13	Cc1ccc(SCCC(=O)Nc2ccccc2C(=O)NC(C)C)cc1	-17.9%	-11.5%	x	7.3%	-6.8%	3.9%	15.5%	-4.7	-13.9%
14	C1CCCCCC2(CCCCC1)OCC(CN1CCOCC1)O2 (centres undefined)	-20.2%	-3.7%	9.0%	-46.5%	-24.3%	-2.0%	14.4%	2.5	-3.6%
15	CCCCCc1nc2c(C#N)c(-c3ccc(Cl)cc3)ccn2n1	-14.6%	-17.6%	-15.2%	42.3%	-2.5%	24.2%	13.5%	-0.9	-11.7%
16	COc1ccc(/C=N/N2CCOCC2)cc1Cn1nc(C)c([N+](=O)[O-])c1C	0.0%	1.1%	-5.9%	-2.2%	-9.6%	19.2%	-7.0%	-1.5	6.6%
17	CC(C)c1nc(SCC(=O)N2CCCC2)c2c(=O)n(C)c(=O)n(C)c2n1	38.2%[activator]	x	9.2%	26.0%	-18.4%	x	x	-9.0	3.4%
18	COc1ccc2c(c1)cc1n2CCN=C1NCCO	-0.7%	60.4%[activator]	-7.5%	-8.6%	5.0%	6.3%	6.6%	2.0	-6.3%
19	Cc1ccc(-c2nc(C)sc2CC(=O)OCC(=O)Nc2c(F)cccc2F)cc1	-16.6%	-0.3%	-10.1%	-23.0%	-8.9%	10.5%	4.3%	-8.6	-9.6%
20	CCc1ccc(NC(=O)c2cnn3ccccc23)cc1	8.4%	-2.5%	-7.5%	0.0%	-4.9%	12.8%	-6.4%	-14.9	-27.6%
21	CCCNC(=O)c1ccc(N2CCC3(CC2)CC(c2ccccc2)=NO3)c(NC(=O)c2ccc(Br)cc2)c1	-16.8%	-10.1%	5.5%	23.6%	-7.5%	0.2%	49.8%[activator]	-0.7	-11.1%
22	COc1ccc(C(=O)CN2C(=O)NC3(CCCCCC3)C2=O)cc1	111.7%[activator]	x	-6.5%	20.3%	-8.0%	x	x	-10.9	-9.1%
23	N#CCCN(C(=O)COC(=O)COc1ccccc1Cc1ccccc1)c1ccccc1	-12.8%	x	3.2%	22.3%	-6.1%	x	9.5%	-6.0	-3.9%
24	O=C(CNS(=O)(=O)c1ccc([N+](=O)[O-])cc1)N/N=C/c1ccc(O)cc1O	-47.7%	0.1%	-1.2%	5.4%	2.4%	1.0%	49.0%[activator]	-1.8	-3.5%
25	COc1ccccc1CNC(=O)CN1C(=O)CCc2cc(S(=O)(=O)N3CCOCC3)ccc21	-0.3%	-6.0%	-1.9%	2.6%	-11.5%	-0.7%	x	-0.2	-1.3%[60.1 µM]
26	CC(=O)c1cccc(NC(=O)C(C)OC(=O)c2ccc3ncsc3c2)c1 (centres undefined)	-15.4%	x	u	23.2%	3.5%	x	-10.5%	-1.8	-7.2%
27	O=C(O)CC(C(=O)O)N1C(=O)/C(=C/C=C/c2ccco2)SC1=S (centres undefined)	u	4.9%	40.2%[activator]	u	0.891µM*	0.794µM*	1µM*	5.1	-96.4%
28	Cn1nccc1C(=O)Oc1ccc(/C=N/NC(=O)c2ccccc2O)cc1	-1.5%	-6.3%	-7.4%	-16.7%	-6.5%	8.4%	22.9%	13.3	3.9%
29	COc1cc(OC)cc(N(C(=O)c2ccco2)C(C(=O)NC2CCCC2)c2ccc(N3CCOCC3)cc2)c1 (centres undefined)	5.7%	-6.5%	5.9%	-32.5%	-15.7%	0.8%	60.0%[activator]	-2.6	-0.1%
30	CC1CCN(C2CCN(S(=O)(=O)c3ccc(F)cc3)CC2)CC1	-38.4%	-7.9%	-2.1%	6.7%	-3.7%	25.8%	4.9%	u	-17.0%
31	CCN(Cc1ccc(C#CCCO)cc1)CC1CCCN(CCc2cccc(OC)c2)C1 (centres undefined)	-3.3%	-14.4%	0.9%	25.8%	-4.9%	2.4%	-3.8%	-3.3	-8.8%
32	COc1ccc(/C=C/C(=O)c2ccoc2)cc1	u	-11.1%	-3.8%	-7.1%	3.7%	47.4%	4.3%	-4.5	-23.9%
33	CCOc1ccccc1NC(=O)Cn1c(=O)n(Cc2ccco2)c(=O)c2sc3ccccc3c21	-24.5%	-8.1%	-1.0%	-2.4%	-0.3%	4.7%	x	-2.0	-11.1%
34	CC(C(=O)Nc1cc(C(F)(F)F)ccc1N1CCOCC1)N1C(=O)C2CCCCC2C1=O (centres undefined)	0.5%	x	0.8%	13.5%	-11.9%	x	1.1%	-0.7	-10.6%
35	COC(=O)c1ccc(CSc2nc3c(cnn3-c3ccc(C)cc3)c(=O)[nH]2)o1	-1.6%	-4.1%	x	10.3%	-11.2%	31.5%	2.5%	-1.6	-4.8%[60.1 µM]
36	CCS(=O)(=O)N1CCC(C(=O)NCc2ccco2)CC1	4.0%	-7.2%	1.0%	-8.6%	-10.8%	29.6%	-3.3%	-7.0	11.0%
37	O=C(CNC(=O)c1cccc(Br)c1)N/N=C/c1cccnc1	9.3%	u	1.7%	-9.9%	-3.4%	10.4%	0.6%	-11.9	-10.0%
38	CCN(CC)C(=O)C1=C(C)NC(=O)NC1c1c(F)cccc1Cl (centres undefined)	-4.5%	1.8%	-10.5%	17.5%	6.1%	89.1µM*	-1.3%	-6.1	-15.4%
39	Cn1c(=O)n(C)c2cc(S(=O)(=O)Nc3ccccc3C(=O)O)ccc21	0.0%&5.3%	0.1%&-6.1%	8.3%&0.7%	-4.2%&0.2%	1.2%&-10.7%	-1.0%&27.3%	27.1%	-5.0&-3.1	3.6%&8.5%
40	CCOC(=O)N1CCN(S(=O)(=O)c2ccc3[nH]c(=O)sc3c2)CC1	3.9%	-13.1%	13.2%	-15.7%	-18.9%	7.9%	-0.5%	-3.6	-3.0%
41	C#CC[N+]1(CC#Cc2ccc(C)cc2)CCCCC1	-13.2%	2.5%	-3.6%	-20.7%	-9.6%	-1.0%	-1.2%	1.1	-5.4%
42	COc1ccc(CCNC(=O)c2cc(S(=O)(=O)N3CCCCC3)c[nH]2)cc1OC	-1.0%	-20.6%	9.6%	-2.7%	-15.8%	31.0%	12.7%	-0.5	10.6%
43	CCc1c(O)cc2n(c1=O)-c1ccccc1C2(C)C	0.0%	-0.9%	1.8%	14.1%	5.4%	21.9%	-4.6%	-3.0	-4.1%
